# High-throughput results: PubChem, several laboratories
# NPY Y1 blocker – NPY-Y1 receptor antagonists, primary screen, cell-based; HEK293-CNG Y1 cells, membrane potential fluorescence; NPY at EC95, then isoproterenol; actives 1% (n = 200,000); inhibition, % at 3.6 µM; AID 1040, 2008; Neuropeptide Y receptor type 1 (Homo sapiens), P25929;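 active = inhibition above the campaign mean inhibition of all tested compounds plus 3 SD, cut at about 20% in these data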;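 also: 0% = DMSO wells given NPY plus isoproterenol and 100% = isoproterenol alone without NPY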
#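 material = HEK293 cells with Y1 receptor plus CNG channel | also added = NPY 25 nM then isoproterenol 1 µM plus Ro 20-1724 25 µM | schedule = dye 3 h, compound 60 min room temperature, stimulation 45 min | measured by = membrane potential fluorescence | benchmarks = high control isoproterenol alone, low control NPY with isoproterenol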
# PGE2 EP2 inh – human EP2 receptor antagonists, primary screen, TR-FRET cAMP, C6 glioma cells. Prostaglandin E2 receptor EP2 subtype (Homo sapiens), P43116. C6 glioma cells expressing human EP2; cells stimulated with saturating PGE2. inhibition, % at 25 µM. actives 0.52% (n = 260,000);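 active = percent inhibition above 40 after rounding to a whole number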;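 also: rat C6 glioma host cells with rolipram phosphodiesterase inhibitor present; the protocol text gives 20 µM as final concentration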
# NPY-Y1 PAM-ag – NPY-Y1 receptor potentiators or agonists, primary screen, cell-based; NPY-Y1 expressing cells, potentiator/agonist activation; actives 0.37% (n = 220,000); Neuropeptide Y receptor type 1 (Homo sapiens), P25929; activation, % at 3.6 µM; in the data active = activation above about 33%, passing the limit was not always enough;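 also: cells stimulated with NPY at EC10 then isoproterenol at EC100; 0% = low agonist plus stimulus and 100% = saturating agonist plus stimulus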
# EP2 modulator – EP2 receptor modulators, cAMP readout, primary screen, cell-based, HTRF cAMP, PGE2 stimulation; induction, % at 25 µM; actives 0.83% (n = 260,000); Prostaglandin E2 receptor EP2 subtype (Homo sapiens), P43116; EP2-expressing cells, cAMP HTRF FRET, PGE2 co-stimulation;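 active = compounds whose cAMP rise, as percent of the full-agonist control response, exceeds 60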;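 also: rat C6 glioma line stably carrying human EP2 under a CMV promoter; the protocol text gives 20 µM as final concentration; 100% = response of wells given 1 µM PGE2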
# TRPML3 ag – human TRPML3 channel agonists, primary screen, cell-based, HEK293 TRPML3-YFP, Fluo-8 calcium fluorescence, 3 µM; 100% = the carbachol control signal; activation, % at 3 µM; actives 0.29% (n = 220,000);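 active = activation above its plate's cutoff, the mean activation of the plate's test wells plus 3 SD, cut at about 12% in these data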;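 also: 0% = DMSO only wells and 100% = carbachol wells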
# Target sequence (Q8TDD5 whole entry, looked up): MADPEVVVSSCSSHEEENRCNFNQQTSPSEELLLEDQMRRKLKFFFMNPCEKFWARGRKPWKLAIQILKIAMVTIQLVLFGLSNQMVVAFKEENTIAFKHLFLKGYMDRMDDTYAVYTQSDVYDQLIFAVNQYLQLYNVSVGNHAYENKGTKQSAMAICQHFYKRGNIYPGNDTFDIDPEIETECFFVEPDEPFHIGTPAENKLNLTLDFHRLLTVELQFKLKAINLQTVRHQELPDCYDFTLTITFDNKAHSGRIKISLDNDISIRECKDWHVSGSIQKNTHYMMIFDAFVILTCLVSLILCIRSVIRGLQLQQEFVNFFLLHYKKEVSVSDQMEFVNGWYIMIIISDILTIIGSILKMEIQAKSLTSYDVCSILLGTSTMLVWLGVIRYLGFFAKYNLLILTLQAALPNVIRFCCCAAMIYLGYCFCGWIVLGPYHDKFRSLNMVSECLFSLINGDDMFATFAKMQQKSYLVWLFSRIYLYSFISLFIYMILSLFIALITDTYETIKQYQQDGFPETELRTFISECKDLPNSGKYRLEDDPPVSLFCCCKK
#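 system = HEK293 cells stably carrying human TRPML3-YFP | doses = one concentration, 3 µM nominal, 0.3% DMSO | timing = dye loading 1 h 37 °C then 30 min ambient, 125 s read | detection = Fluo-8 calcium dye fluorescence, ex 470-495, em 515-575 nm | benchmarks = high control carbachol 87 µM, low control DMSO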
# TRPN1 ag – zebrafish TRPN1 channel agonists, primary screen, cell-based, HEK293, calcium fluorescence; transient receptor potential cation channel N1 (TRPN1/NompC), Danio rerio; HEK293 zebrafish TRPN1-YFP, Fluo-8 calcium fluorescence; 100% = response to 87 µM carbachol; activation, % at 3 µM; actives 0.18% (n = 220,000);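 active = activation above its plate's cutoff, the mean activation of test wells on that plate plus 3 SD, cut at about 19% in these data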;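 also: 0% = DMSO alone and 100% = 87 µM carbachol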
#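 Material: zebrafish TRPN1-YFP in HEK293 cells; Doses: single test compound dose, 3 µM nominal, 0.3% DMSO; Timing: dye loading 1 h at 37 °C, then 30 min room temperature; Technique: intracellular calcium fluorescence with Fluo-8; Benchmarks: high carbachol 87 µM, low DMSO alone.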
# PPC-1+TRAIL kill – compounds killing PPC-1 cancer cells with TRAIL present, primary screen, TRAIL potentiator project, ATPLite luminescence, uHTS; actives 0.41% (n = 220,000); PPC-1 cells + TRAIL, ATPLite viability luminescence; cell killing (% activity), % at 4 µM; AID 1443, 2008;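 active = cell killing above 50% in the first pass at 4 µM, then a duplicate retest at 5 µM averaging 50% or more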;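 also: plate controls were cells with TRAIL plus DMSO for no effect and medium-only wells lacking cells for full effect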
# 14-3-3 Bad inh – inhibitors of 14-3-3 zeta/Bad binding, primary screen, biochemical, TR-FRET, bovine 14-3-3 zeta; 14-3-3 protein zeta/delta (Bos taurus), P63103; TR-FRET 14-3-3zeta/Dy647-pBad peptide displacement, 1 h; inhibition, % at 21.7 µM; actives 0.71% (n = 220,000);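 active = inhibition above about 70%, limit read from the data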;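 also: 0% = full 14-3-3 plus peptide FRET controls and 100% = background without 14-3-3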
# Target sequence (P63103 whole entry, looked up): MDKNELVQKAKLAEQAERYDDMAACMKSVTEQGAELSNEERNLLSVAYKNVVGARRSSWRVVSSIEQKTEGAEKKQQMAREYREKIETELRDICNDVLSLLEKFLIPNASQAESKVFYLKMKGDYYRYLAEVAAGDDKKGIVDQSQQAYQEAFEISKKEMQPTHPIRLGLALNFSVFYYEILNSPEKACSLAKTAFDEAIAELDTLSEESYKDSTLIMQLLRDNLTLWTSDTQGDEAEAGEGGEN
# CHOP inh – inhibitors of CHOP promoter induction, primary screen, cell-based, unfolded protein response, luciferase reporter | CHO-K1 CHOP-promoter luciferase, tunicamycin-induced, 15-18 h | inhibition, % at 10 µM | actives 3.8% (n = 220,000);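 active = compounds that reduced the stress-induced luciferase reporter signal by more than about 70% of percent inhibition, limit read from the data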;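 also: 0% = tunicamycin plus vehicle and 100% = wells without tunicamycin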
# An asterisk follows results filed as active; · = no result given; & = joins results of further samples; [ ] = remark or other dose.
SMILES,NPY Y1 blocker,PGE2 EP2 inh,NPY-Y1 PAM-ag,EP2 modulator,TRPML3 ag,TRPN1 ag,PPC-1+TRAIL kill,14-3-3 Bad inh,CHOP inh
Cc1[nH]nc(SCC(=O)N2CCC(C)CC2)c1[N+](=O)[O-],3.4,4.1,-19.4,-2.0,0.6,-0.9,31.3,-1.4,6.9
C=CCSc1nc2c(c(=O)[nH]c(=O)n2C)n1Cc1ccc(C)cc1,-2.3,·,-6.3,55.6,0.3,0.4,8.1,4.6,59.1
Fc1cccc(Cl)c1Cn1nnc2c(NCc3ccncc3)ncnc21,1.4,6.0,0.8,-16.4,2.2,3.1,8.1,12.1,22.5
CCOC(=O)C1CCN(C(=O)CSc2ccc(Br)cc2)CC1,3.8,4.0,-7.3,-26.4,0.7,-0.1,8.1,-3.4,17.3
COC(=O)c1ccc(SC2CCCCC2)c([N+](=O)[O-])c1,1.3,0.3,2.3,40.2,0.2,4.3,-0.2,3.6,65.3
COc1ccc(NC(=O)CCN2C(=O)c3ccncc3C2=O)cc1OC,·,0.7,21.7,11.9,1.0,1.0,20.4,4.8,-13.4
Cc1c(Br)c([N+](=O)[O-])nn1CC(=O)Nc1ccc(CC#N)cc1,-2.8,5.3,12.6,-16.1,0.5,1.3,8.2,3.9,-4.0
COc1ccc(/C=C(/CC(=O)Nc2ccc(C)cc2)c2nc3ccccc3s2)cc1,9.9,7.6,-7.8,33.4,0.1,-0.5,8.7,-15.5,-13.2
Cc1ccc(C)c(N2CCN(C(=O)C3CCCCN3S(=O)(=O)c3ccc(F)cc3)CC2)c1 (centres undefined),-0.5,9.8,18.0,-49.6,9.3,-1.8,13.6,·,5.3
O=C(CC1(O)C(=O)Nc2ccccc21)c1ccc(-n2cccc2)cc1 (centres undefined),-5.3,12.6,-10.8,-15.3,-0.6,-0.2,14.2,6.9,-20.9
O=c1c2ccccc2cnn1Cc1cccc(Br)c1,-0.6,3.9,-0.3,15.5,-0.4,-1.0,·,9.2,16.1
C=CCn1c(N)c(C(=O)OCC(C)C)c2nc3ccccc3nc21,-4.0,·,6.7,-16.8,-0.8,-1.6,-1.0,79.3*[fluorescence artefact?],18.0
COc1ccc(CCNC(=S)N2CCC(C(=O)c3ccc(F)cc3)CC2)cc1OC,0.0,3.9,19.2,-77.1,3.1,6.2,11.2,-8.5,-0.1
COc1ccc(S(=O)(=O)N2CCN(C3CCN(Cc4ccccc4)CC3)CC2)cc1,-8.0,9.3,16.9,-7.6,1.3,1.5,17.0,-4.7,-19.6
O=C(/C=C/c1ccc2c(c1)OCO2)NCc1ccncc1,·,4.0,-12.7,-31.7,-0.1,0.2,-5.9,4.2,0.5
COc1ccc(S(=O)(=O)N2CCCCCC2)cc1C(=O)OCc1c(C)noc1C,0.0,15.3,-3.9,21.5,29.9*,2.5,-23.5,4.5[fluorescence artefact?],18.1
O=C(CNS(=O)(=O)c1ccccc1)N/N=C\c1ccc(Cl)cc1,7.3,6.9,8.1,-1.8,0.1,-1.3,-13.1,1.9,6.0
Cc1cc(Nc2ccc(Cl)cc2)nc(NCc2ccccc2)n1,13.3,9.8,-49.4,-22.0,1.2,2.3,20.2,-10.7,106.7*
COC(=O)c1cc(NC(=O)CN(c2ccc3c(c2)OCO3)S(C)(=O)=O)ccc1Cl,2.5,4.5,-20.8,-2.2,0.5,1.1,11.7,1.6,-5.2
Cc1nc2ccc(C(=O)N/N=C/c3cc([N+](=O)[O-])ccc3O)cc2[nH]1,2.4,7.9,-1.9,-12.0,1.2,0.0,-0.1,-2.9,6.3

# Another view of 4 compounds above.
# Results follow in this order: NPY Y1 blocker, PGE2 EP2 inh, NPY-Y1 PAM-ag, EP2 modulator, TRPML3 ag, TRPN1 ag, PPC-1+TRAIL kill, 14-3-3 Bad inh, CHOP inh
> O=C(CNS(=O)(=O)c1ccccc1)N/N=C\c1ccc(Cl)cc1
 : 7.3, 6.9, 8.1, -1.8, 0.1, -1.3, -13.1, 1.9, 6.0
> Cc1cc(Nc2ccc(Cl)cc2)nc(NCc2ccccc2)n1
 : 13.3, 9.8, -49.4, -22.0, 1.2, 2.3, 20.2, -10.7, 106.7*
> COC(=O)c1cc(NC(=O)CN(c2ccc3c(c2)OCO3)S(C)(=O)=O)ccc1Cl
 : 2.5, 4.5, -20.8, -2.2, 0.5, 1.1, 11.7, 1.6, -5.2
> Cc1nc2ccc(C(=O)N/N=C/c3cc([N+](=O)[O-])ccc3O)cc2[nH]1
 : 2.4, 7.9, -1.9, -12.0, 1.2, 0.0, -0.1, -2.9, 6.3

# Other compounds
SMILES,NPY Y1 blocker,PGE2 EP2 inh,NPY-Y1 PAM-ag,EP2 modulator,TRPML3 ag,TRPN1 ag,PPC-1+TRAIL kill,14-3-3 Bad inh,CHOP inh
Cc1ccc(N2C(=O)C3C(c4ccccc4)N4CCCN4C3(C)C2=O)cc1 (centres undefined),2.6,0.5,-9.8,11.6,0.4,0.7,5.8,-8.3,6.9
CC1CCN(C(=O)c2ccc(COc3ccccc3Cl)o2)CC1,6.8,18.1,2.0,20.5,-0.8,-1.0,-13.0,6.7[fluorescence artefact?],45.6
O=C(O)c1ccccc1C(=O)NNc1ccc(Cl)cc1,-2.3,8.3,9.3,3.8,0.5,-0.8,12.1,-18.0,12.2
CC(=O)c1ccccc1OC(=O)c1c(F)cccc1F,·,3.7,-16.5,31.8,0.8,0.4,-15.4,0.6,6.1
COc1cc(C=O)ccc1OC(=O)c1ccncc1,0.3,7.6,1.6,-2.6,0.7,1.4,·,-4.4,7.8
CCCCC(=O)NNC(=S)NC(=O)CCC,-0.4,·,-1.8,23.1,0.8,0.0,3.5,0.8,22.1
NS(=O)(=O)c1ccc(CCNC(=O)CSc2ccc(Cl)cc2Cl)cc1,·,8.4,16.4,-4.0,-0.7,0.2,8.6,4.0,1.0
COc1ccc(S(=O)(=O)N2CCCN(CC(=O)C(C)(C)C)CC2)cc1,-5.8,·,-12.0,-10.3,0.4,-0.7,15.1,0.2,5.2
CCOC(=O)c1ccc(NC(=O)NC(C)C2CCCO2)cc1 (centres undefined),2.8,2.9,-7.3,-17.1,0.8,0.8,8.3,-0.9,-21.8
Cn1c(=O)n(C)c2cc([N+](=O)[O-])c(N3CCN(C(=O)c4ccc(Cl)cc4)CC3)cc21,4.7,13.1,-4.6,1.5,1.1,1.8,0.3,3.1,58.7
CC(C)CCNC(=O)C(=O)Nc1ccccc1,6.7,4.8,1.5,-34.2,0.5,-1.3,25.2,-11.3,12.8
O=S(=O)(c1ccccc1)N1CCN(S(=O)(=O)N2CCCCC2)CC1,-1.2,2.1,16.7,1.8,0.8,-0.6,14.6,8.0,3.3
Cc1nn(C)c(Cl)c1CN1CCCC(CCC(=O)NCc2ccccc2F)C1 (centres undefined),0.3,10.3,-0.2,-5.2,1.1,0.4,13.5,-10.1,0.4
O=C(NN1C(=O)c2ccccc2NC1c1ccc([N+](=O)[O-])o1)c1ccc(Br)cc1 (centres undefined),1.1,6.2,4.1,16.2,0.0,-1.2,·,-11.2,-17.3
CCCC1OC23CCCCC2C(C#N)(C#N)C1(C#N)C(=N)O3 (centres undefined),2.0,2.4,-24.7,6.5,0.3,-0.6,-5.3,20.4[fluorescence artefact?],-118.2
O=C(COC(=O)c1ccc(-c2nnc(-c3ccccc3)o2)cc1)c1ccccc1,8.1,6.4,-1.9,21.4,1.1,0.8,-7.8,47.8[fluorescence artefact?],-42.0
Cc1ccc2[nH]c(=O)c(C(c3nnnn3Cc3ccccc3)N3CCc4ccccc43)cc2c1 (centres undefined),2.2,3.5,2.6,28.4,-0.3,-1.0,4.5,-7.3,70.4*
O=c1c2ccccc2nc2ccc(NCc3cccs3)nn12,6.0,6.5,-16.3,0.8,-2.0,-2.8,·,-5.0,-6.9
CN(C)S(=O)(=O)c1cccc(NC(=O)c2cc(=O)[nH]c3ccccc23)c1,-1.2,9.7,-0.6,-22.6,0.2,-0.9,19.8,0.3,13.9
COc1cccc2sc(/N=C/N(C)C)nc12,·,12.7,-5.8,1.7,0.0,1.1,16.7,13.5,-15.0
CCc1sc(C(=O)NC)cc1Br,0.5,7.0,-9.9,8.1,0.1,0.7,0.6,2.7,1.4
OCc1ccccc1OCCOc1ccc(Cl)c2cccnc12,-4.4,2.8,15.0,-29.9,-0.4,0.6,11.0,-9.3,-3.4
CC(C)(C)C(=O)Nc1ccccc1C(=O)NCCCn1ccnc1,-3.3,7.1,-5.5,20.2,-0.5,0.3,-2.9,-12.5,-0.8
CCOC(=O)C1CCN(C(=O)CSc2cc(=O)n(CC)c3ccccc23)CC1,0.9,15.1,-24.5,24.5,1.3,-0.4,8.8,22.9[fluorescence artefact?],18.3
CC1CCCC(NC(=O)C2CCN(S(=O)(=O)N3CCC4(CC3)OCCO4)CC2)C1C (centres undefined),-0.1,·,-31.3,29.4,0.8,2.9,20.2,10.8[fluorescence artefact?],7.5
CCCC(C(=O)NC(C)(C)C)N(C(=O)c1snc(C(N)=O)c1N)c1ccc2c(c1)OCCO2 (centres undefined),5.5,14.7&2.7,8.2,24.4&34.9,0.5,0.1,·,-11.7,54.8
O=S(=O)(NCc1c(Cl)cccc1Oc1ccccc1)c1ccccc1,·,5.7,0.5,59.5,-1.4,0.3,-2.9,-5.0,54.1
COc1cc(C2CC(=O)N(CC(=O)NCC3CCCO3)c3ccccc3S2)cc(OC)c1OC (centres undefined),5.7,1.4,-20.7,5.5,1.0,2.9,6.3,-2.9,7.7
O=C(O)CC(Cc1ccc(Cl)cc1)C(=O)NCc1ccccc1 (centres undefined),12.3,0.0,-13.6,10.9,0.9,1.3,-0.1,6.1[fluorescence artefact?],0.2
COC(=O)c1ccc(Nc2cc(C)nc(-c3ccccc3O)n2)cc1,2.1,12.3,0.1,48.3,0.8,0.5,33.5,38.1[fluorescence artefact?],-34.8
c1ccc(-c2nc(NCc3cccnc3)c3oc4ccccc4c3n2)cc1,-0.7,6.8,-19.9,38.5,-0.2,-1.0,3.0,81.5*,48.0
O=C(COC(=O)Cc1n[nH]c(=O)c2ccccc12)Nc1cccc(C(F)(F)F)c1,-2.1,1.7,-12.2,-9.3,-2.2,-0.5,4.2,-16.1,6.4
Clc1ccc2c(NCc3ccccn3)ncnc2c1,1.5,8.5,-3.1,-3.6,1.2,0.1,8.4,5.5,0.6

# These rows are one share of the data. The share of hits here may be higher or lower than overall.
